# DNMT1 inh: human DNMT1 methyltransferase inhibitors, primary screen, biochemical, molecular beacon, fluorescence, HinP1I cleavage, uHTS; DNA (cytosine-5)-methyltransferase 1 (Homo sapiens), P26358; inhibition (reported as % activation of signal), % at 10 µM; hit rate 0.83% among 360,000; AID 588458, 2011; in the data active = inhibition above about 50%
# STEP inh: STEP phosphatase inhibitors, primary screen, biochemical, fluorescence intensity, uHTS | recombinant STEP, OMFP fluorogenic substrate | inhibition, % at 20 µM | hit rate 0.25% among 360,000 | AID 588621, 2011 | Tyrosine-protein phosphatase non-receptor type 5 (Homo sapiens), P54829;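 active = inhibition at 20 µM, scaled per plate between control wells, above about 37%, limit read from the data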;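 also: 0% = DMSO with enzyme and substrate and 100% = substrate only without enzyme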
#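 Measure: Control-normalized % inhibition with plate pattern correction | Test system: STEP phosphatase, cell-free reaction | Medium: pH 6.0 Bis-Tris with DTT and Tween 20 | Technique: Fluorescence, 480/540 nm | Times: Reaction 20 min, ambient temperature | Doses: Single compound dose of 20 µM, 1% DMSO final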
# LMPTP block: LMPTP phosphatase inhibitors, primary screen, biochemical, fluorescence intensity, uHTS | recombinant LMPTP-A, OMFP fluorogenic substrate | inhibition, % at 20 µM | hit rate 0.22% among 360,000;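 active = compounds that cut the enzyme signal by at least half of the control window in the single-dose screen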;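 also: plate controls were DMSO wells with enzyme plus substrate for no effect and substrate without enzyme for full effect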
#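 Test system: LMPTP-A phosphatase enzyme. Amount: LMPTP-A at 0.625 nM final in the reaction. Reagent: OMFP substrate, 400 µM final. Times: 50 min at room temperature. Signal: endpoint fluorescence intensity from OMFP dephosphorylation. Read-out basis: % inhibition. Benchmarks: no-enzyme and uninhibited controls.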
# SUMO1 PPI mod: modulators of SUMO1 protein-protein interactions, primary screen, biochemical, uHTS; SUMO1 binding to a labelled peptide, TR-FRET, 1 h; inhibition, % at 20 µM; hit rate 0.33% among 360,000; AID 602429, 2012; in the data active = inhibition above about 37%
# NadD inh: inhibitors of S. aureus NadD, primary screen, biochemical, colorimetric, uHTS | inhibition, % at 20 µM | hit rate 0.78% among 360,000 | Nicotinate-nucleotide adenylyltransferase NadD (Staphylococcus aureus N315) | purified NadD enzyme, colorimetric absorbance read-out; in the data active = inhibition above about 26%; also: some compounds past the cut are filed as inactive
# Neddylation inh: inhibitors of cullin neddylation, primary screen, biochemical, TR-FRET, uHTS, NAE and Ubc12; NEDD8-conjugating enzyme Ubc12 (Homo sapiens) + NEDD8-activating enzyme E1 regulatory …; calls only at 25 µM; hit rate 0.58% among 360,000; in the data active = inhibition above about 36%
# Target sequence (P61081 whole entry, looked up): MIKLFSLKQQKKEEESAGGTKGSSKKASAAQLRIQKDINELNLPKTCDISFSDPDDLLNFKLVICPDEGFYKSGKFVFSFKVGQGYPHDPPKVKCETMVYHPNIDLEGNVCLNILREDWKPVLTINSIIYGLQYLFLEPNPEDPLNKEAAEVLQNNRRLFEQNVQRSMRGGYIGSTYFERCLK
# Target sequence (Q13564 whole entry, looked up): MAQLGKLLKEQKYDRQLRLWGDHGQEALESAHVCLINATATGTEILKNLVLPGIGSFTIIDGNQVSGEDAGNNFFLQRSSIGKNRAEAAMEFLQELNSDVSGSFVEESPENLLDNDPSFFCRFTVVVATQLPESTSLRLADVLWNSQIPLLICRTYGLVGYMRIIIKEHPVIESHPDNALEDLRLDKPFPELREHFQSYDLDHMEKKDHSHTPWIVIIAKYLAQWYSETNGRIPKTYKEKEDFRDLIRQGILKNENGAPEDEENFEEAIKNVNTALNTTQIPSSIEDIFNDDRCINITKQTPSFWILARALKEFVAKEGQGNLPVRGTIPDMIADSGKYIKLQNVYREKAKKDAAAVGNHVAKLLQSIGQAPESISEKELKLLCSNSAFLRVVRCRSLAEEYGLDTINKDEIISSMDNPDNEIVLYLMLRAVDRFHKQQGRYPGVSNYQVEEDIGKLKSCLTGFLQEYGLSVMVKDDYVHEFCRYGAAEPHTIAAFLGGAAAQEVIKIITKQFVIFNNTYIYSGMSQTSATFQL
# Scp-1 inhibitor: Scp-1 phosphatase inhibitors, primary screen, biochemical, colorimetric, uHTS | Carboxy-terminal domain RNA polymerase II polypeptide A small phosphatase 1 (Homo … | Recombinant Scp1, phosphopeptide, malachite green phosphate absorbance | inhibition, % at 20 µM | hit rate 0.88% among 340,000 | AID 493091, 2011;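 active = inhibition above about 50% at 20 µM, limit read from the data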;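 also: plate controls were DMSO wells with enzyme for no effect and wells lacking enzyme for full effect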
#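 Test system: SCP-1 phosphatase catalytic domain, residues 76-261 | Compound dosing: One concentration, 20 µM, with 1.0% DMSO | Schedule: 45 min room-temperature reaction, 5 min colour, 30 min stabiliser | Detection: Absorbance at 630 nm | Read-out basis: % inhibition of SCP-1 phosphate liberation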
# Rpn11 inh: Rpn11 (PSMD14) deubiquitinase inhibitors, primary screen, biochemical, fluorescence polarization, uHTS; human 26S proteasome, Ub4-pepOG fluorescence polarization; 20S core pre-blocked with epoxomicin; AID 588493, 2011; calls only at 20 µM; hit rate 0.59% among 360,000;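 active = inhibition at 20 µM, scaled to each plate's controls, above about 33%, limit read from the data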
# Rin1 Abl inh: inhibitors of Rin1-Abl protein binding, primary screen, biochemical, TR-FRET | hit rate 0.4% among 360,000 | Tyrosine-protein kinase ABL1 (Homo sapiens) + Ras and Rab interactor 1 (Homo sapiens), … | AID 588664, 2011 | inhibition, % at 7.35 µM; in the data active = inhibition above about 5%, passing the limit was not always enough
# CSN inh: inhibitors of CSN-mediated cullin deneddylation, primary screen, biochemical, fluorescence polarization, uHTS. COP9 signalosome complex subunit 5 (Homo sapiens), Q92905. inhibition, % at 12.5 µM. Purified CSN, SCF-Nedd8-OG deneddylation. hit rate 0.38% among 360,000;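 active = pattern-corrected inhibition above about 35%, with an unprinted fluorescence ratio check between 0.5 and 1.5, limit read from the data, passing the limit was not always enough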;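 also: 0% = enzyme with substrate and 100% = substrate without enzyme; some results filed as inactive read as strong as hits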
# Target sequence (Q92905 whole entry, looked up, one chain of several): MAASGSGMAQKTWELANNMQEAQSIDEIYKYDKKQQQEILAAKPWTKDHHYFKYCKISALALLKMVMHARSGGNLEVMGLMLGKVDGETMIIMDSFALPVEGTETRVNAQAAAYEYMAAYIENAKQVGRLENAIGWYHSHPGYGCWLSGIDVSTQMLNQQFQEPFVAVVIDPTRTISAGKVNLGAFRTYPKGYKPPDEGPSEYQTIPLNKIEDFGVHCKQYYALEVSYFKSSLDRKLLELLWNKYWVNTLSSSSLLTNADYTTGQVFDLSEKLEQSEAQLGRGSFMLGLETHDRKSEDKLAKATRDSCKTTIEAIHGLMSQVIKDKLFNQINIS
#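 Schedule: reaction 90 min, room temperature / Assay system: HEK293T-derived human Csn5 enzyme / Input: Csn5 at 0.24 nM final / Measure: inhibition of Csn5 cleavage, % / Control set: substrate-only high control, full reaction low control / Technique: fluorescence polarization of the substrate / Buffer or medium: Tris/NaCl/DTT buffer, pH 7.5 / Reagent: SCFSkp2-Nedd8OG substrate at 10 nM final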
# Active calls of the source: *; i = inactive; . = no result given; & = joins results of further samples.
structure,DNMT1 inh,STEP inh,LMPTP block,SUMO1 PPI mod,NadD inh,Neddylation inh,Scp-1 inhibitor,Rpn11 inh,Rin1 Abl inh,CSN inh
CCCn1c(SCC(=O)Nc2nccs2)nnc1-c1cccnc1,13.5,-1.4,-1.9,0.9,1.6,i,12.5,i,5.8,1.5
Cn1ccnc1SCC(=O)Nc1sccc1C#N,1.2,-4.2,15.3,17.3,6.5,i,-0.6,i,-1.1,1.9
O=C(Cn1cnc2ccccc2c1=O)N1CCOCC1,4.7,-1.2,-1.4,-5.2,-4.5,i,-14.5,i,0.4,8.0
COc1cccc(Nc2nc(N)nc(CCl)n2)c1,-5.1,1.6,1.0,-0.1,2.6,i,5.0,i,0.1,0.1
CC(=O)Nc1cccc(Oc2ccc([N+](=O)[O-])cc2Cl)c1,-1.0,-1.3,-0.3,-9.5,-2.5,i,-3.2,i,0.8,-2.8
CC(C)CN=c1cc(-c2ccccc2)oc2ccc(Cl)cc12,10.6,2.6,1.7,-24.3,-5.0,i,8.9,i,-5.2,-0.3
CC1CCN(S(=O)(=O)c2ccc(Oc3ccc([N+](=O)[O-])cc3)cc2)CC1,-2.6,-13.2,3.5,-8.7,-2.7,i,-14.3,i,0.1,4.7
Cc1nc2sc(-c3ccccc3)nn2c(=O)c1Br,0.8,-1.6,0.2,2.7,-2.0,i,7.1,i,-3.3,-11.8
Cc1cccnc1C1=NOC(Cc2ccccc2)C(=O)N1Cc1ccccc1F (configuration not stated),-3.3,-0.2,1.1,3.8,-0.3,i,.,i,-1.8,-5.9
COC(=O)c1c(/N=C/N(C)C)sc2c1CCN(c1ncc(C(F)(F)F)cc1Cl)C2,-4.6,-2.0,1.9,-5.7,8.3,i,1.0,i,-3.0,1.1
COc1ccc(CCNC(=O)/C=C/c2ccc(OC)c(S(=O)(=O)N3CCOCC3)c2)cc1,-0.7,-1.2,-2.1,-9.0,-8.5,i,-9.0,i,-0.2,-2.5
Cc1sc2nc(CN3CCCCC3)nc(Nc3ccc4c(c3)OCCO4)c2c1C,-0.6,-2.6,-0.7,0.9,-5.1,i,-7.1,i,0.8,-12.7
CN(CCCNC(=O)Cn1cccc1C(=O)c1ccccc1)C1CCCCC1,-3.8,-1.9,0.6,-2.1,-4.2,i,-9.4,i,4.5,-8.1
CCCCSCCCNC(=O)C1CCC(CNS(=O)(=O)c2ccc(NC(C)=O)cc2)CC1 (configuration not stated),7.0,1.0,-0.8,32.3,-4.0,i,-6.8,i,4.8,5.4
Cc1cc(S(=O)(=O)NCc2cccs2)ccc1-n1cnnn1,12.3,-2.9,-2.8,-1.6,3.8,i,-9.7,i,1.1,-11.2
Nc1ccccc1C(=O)C[C@H](N)C(=O)O,0.1,1.4,-1.3,2.3,1.5,i,-6.2,i,-1.8,-0.9
CC(C)NC(=O)c1onc(CSc2ccc(F)cc2)c1C(=O)NC(C)C,0.6,1.0,-0.9,3.4,0.2,i,-5.8,i,0.8,-6.1
COc1cc(NC(=S)N2c3ccccc3CC2C)cc(OC)c1 (configuration not stated),-22.1,4.3,1.1,2.0,-1.0,i,-1.8,i,4.4,11.4
CC1(C(=O)NS(=O)(=O)c2cccc(OC(F)F)c2)CCN1C(=O)Cc1ccccc1 (configuration not stated),1.0,-0.7,-0.4,-3.0,0.0,i,.,i,-3.0,-2.6
COc1ccc(N2CCN(C(=O)CCCOc3cc(=O)n(C)c4ccccc34)CC2)cc1,-2.1,3.4,-0.2,-3.7,4.9,i,-11.5,i,-1.4,-4.0
Cc1nn(-c2ccccc2)c(C)c1NC(=O)COC(=O)C1CC(=O)N(CCc2ccccc2)C1 (configuration not stated),1.9,-0.8,-0.4,6.1,-1.7,i,-3.9,i,-2.8,-1.6
O=C(CCCCCn1c(=S)[nH]c2ccccc2c1=O)NCc1ccc2c(c1)OCO2,-1.8,5.5,0.7,3.2,2.5,i,-10.8,i,-4.7,7.5
CSCCC(C(=O)Nc1c(C)cccc1C)N(C)CCc1ccccc1 (configuration not stated),6.2,-2.0,-0.5,7.1,-1.5,i,.,i,0.1,-1.0
CCNC(=S)N/N=C/c1cn(Cc2ccc(F)cc2)c2ccccc12,-13.5,-4.0,2.0,4.8,1.3,i,-10.1,i,-1.1,0.8
Cc1ccc(CN2CCN(c3ccccn3)CC2)s1,2.3,0.9,-2.5,1.3,-7.6,i,-7.7,i,4.7,0.7
C=CCN1C(=O)c2ccc(C(=O)N3CCN(S(=O)(=O)c4cccc([N+](=O)[O-])c4)CC3)cc2C1=O,1.7,1.6,-0.9,-33.1,0.0,i,-5.7,i,2.9,-6.0
COc1cccc(/C=C/C(=O)NCCc2ccc3c(c2)OCCO3)c1,-0.7,1.4,-1.1,1.0,1.7,i,-5.3,i,-1.7,-14.7
CCCc1nn2c(=O)cc(CSCC(=O)Nc3nnc(C(C)C)s3)nc2s1,-0.2,1.1,-1.4,-3.6,-4.1,i,-2.2,i,-0.9,6.0
CC(=O)Oc1ccc(N(C(C)=O)S(=O)(=O)c2cccs2)cc1,2.4,-0.6,-1.4,-1.9,-4.5,i,-5.6,i,-0.5,-1.9
COc1cccc(C2CC(=O)Nc3cc(OC)c(OC)cc32)c1 (configuration not stated),1.3,0.8,-0.6,5.9,-1.6,i,3.0,i,1.2,4.8
COC(=O)c1ccc2c(=O)[nH]c(CSc3nc(-c4ccc(F)cc4)cs3)nc2c1,3.7,-1.0,0.2,0.5,7.9,i,-6.3,i,-2.8,0.4
Cc1occc1C(=O)N=Nc1c(O)n(C)c2ccccc12,15.6,-1.4,0.5,-17.5,2.9,i,-7.3,i,-5.9,1.2
OC[C@@H]1CN(Cc2ccco2)C[C@H](n2cnc3c(NC4CCCC4)ncnc32)O1,4.7,-1.5,-1.1,0.2,-2.8,i,.,i,0.4,-0.3
O=C(Nn1cnnc1)c1cc(Cl)ccc1Cl,1.7,-3.8,-0.3,-0.9,-4.7,i,-3.5,i,-1.3,-2.0
O=C(CN1C(=O)C2CCc3[nH]c4ccccc4c3C2C1=O)N1CCCC1 (configuration not stated),-4.3,2.7,-1.6,-2.2,-1.4,i,-2.2,i,2.8,1.9
COc1ccc(C2CC(c3cccs3)=NN2C(=O)CSc2nc3ccccc3o2)cc1 (configuration not stated),-7.2,5.1,3.8,-1.1,0.0,.,-17.0,i,-2.5,-3.0
CCC1CCCCN1S(=O)(=O)c1ccc(S(=O)(=O)N(Cc2cccs2)C2CC2)cc1 (configuration not stated),0.3,1.7,3.8,-1.7,5.4,i,-15.0,i,-1.8,5.1
Cc1ccccc1OCc1n(CC(=O)OC2CC(C)CCC2C(C)C)c2ccccc2[n+]1C (configuration not stated),17.0&9.8,5.8&1.8,-0.3&2.0,0.2&-3.1,17.4&8.0,i,8.4&7.9,i,0.9&-1.7,-12.0&4.2
CCc1ccccc1Nc1nc(N)nc(COC(=O)c2c(C)noc2C)n1,0.7,-2.4,0.2,-1.5,-4.4,i,-5.7,i,0.8,3.9
COc1ccc(-c2nc3c(Br)c(N)c(Br)cc3o2)cc1,26.9,0.3,1.0,-1.5,-3.9,i,-3.4,i,2.5,-3.5
COc1cc(/C=C2\SC(=S)N(CC(=O)O)C2=O)ccc1OS(=O)(=O)c1ccc(C)cc1,3.8,-4.8,1.7,15.3,8.3,i,4.4,i,-0.6,-0.1
C=CCSc1nnc(NC(=O)C2CC(=O)N(Cc3ccc(C)cc3)C2)s1 (configuration not stated),5.5,0.7,0.3,2.5,-2.0,i,15.1,i,1.0,1.2
Cc1[nH]c(=S)c(C#N)c(-c2ccccc2)c1C(=O)Nc1ccccc1,1.9,1.0,-2.4,1.6,2.2,i,-1.2,i,1.7,6.5
CCOC(=O)N1CCN(C(=O)c2cc(COc3ccc4ncccc4c3)on2)CC1,3.5,1.0,2.8,3.6,-2.3,i,-2.5,i,-0.1,2.7
COc1ccccc1OCCNC(=O)c1ccc(S(=O)(=O)N(C)C)cc1,6.5,1.5,-0.3,-0.3,2.4,i,-5.6,i,2.7,-1.9
COc1ccccc1CC(=O)NCc1ccc2c(c1)OCO2,1.6,0.7,-1.0,4.9,-5.8,i,-2.3,i,2.8,-3.5
C[C@H](CO)N1C[C@H](C)[C@@H](CN(C)S(=O)(=O)c2ccc(F)cc2)Oc2ccc(NC(=O)Cc3ccccc3)cc2C1=O,-0.9,-1.0,-0.7,2.7,-2.5,i,-4.4,i,-0.1,2.9
O=C(COC(=O)Cc1ccsc1)NCc1ccc(Cl)cc1,1.0,-1.5,-2.4,3.2,0.2,i,8.1,i,-1.7,2.0
COC(C)(C)c1cc(C(C)(C)C)nc(N)n1,1.5,-2.9,-1.6,-1.9,-5.4,i,-0.3,i,-1.8,0.0
O=[N+]([O-])c1ccc(Sc2cccc3cccnc23)c2cccnc12,0.5,2.3,0.7,-21.9,-3.4,i,-2.2,i,2.3,5.8

# 3 entries picked at random from the list so far, as already listed:
structure,DNMT1 inh,STEP inh,LMPTP block,SUMO1 PPI mod,NadD inh,Neddylation inh,Scp-1 inhibitor,Rpn11 inh,Rin1 Abl inh,CSN inh
COc1ccccc1CC(=O)NCc1ccc2c(c1)OCO2,1.6,0.7,-1.0,4.9,-5.8,i,-2.3,i,2.8,-3.5
COc1ccccc1OCCNC(=O)c1ccc(S(=O)(=O)N(C)C)cc1,6.5,1.5,-0.3,-0.3,2.4,i,-5.6,i,2.7,-1.9
CCOC(=O)N1CCN(C(=O)c2cc(COc3ccc4ncccc4c3)on2)CC1,3.5,1.0,2.8,3.6,-2.3,i,-2.5,i,-0.1,2.7
